# ROMK primary: ROMK potassium channel modulators, primary screen, cell-based, thallium flux, MLSMR library | Tet-inducible ROMK, thallium flux fluorescence; actives lie on both sides | B-score at 10 µM | 130,000 tested, 2% active | ATP-sensitive inward rectifier potassium channel 1 (Homo sapiens), P48048 | AID 1918, 2009;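 active = signal ratio slope over the read window, or its plate-corrected B-score, at least 3 SD from the plate mean, either direction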;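 note: B-score of the F/F0 ratio slope over 7 to 12 s after thallium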
# HMGR II inh: inhibitors of E. faecalis class II HMGR, primary screen, biochemical, Enterococcus faecalis. purified E. faecalis HMGR, NADPH absorbance 340 nm kinetic. inhibition, % at 10 µM. 190,000 tested, 0.41% active. AID 1066, 2008;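 active = inhibition above a set limit, the median over all tested compounds plus 3 SD, cut at about 9.5% in these data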;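 note: enzyme runs in reverse so mevalonate oxidation gives rising NADPH absorbance; 0% = complete reaction with DMSO and 100% = background rate lacking mevalonate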
# PPARg SRC2 recr: agonists of PPARg-SRC-2 recruitment, primary screen, biochemical, HTS | Peroxisome proliferator-activated receptor gamma (Homo sapiens), P37231 | PPARgamma LBD-SRC-2 recruitment | activation, % at 8 µM | 200,000 tested, 0.34% active; in the data active = activation above about 22%;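 note: 0% = vehicle and 100% = reference agonist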
# Target sequence (P37231 whole entry, looked up, the tested form may be a part): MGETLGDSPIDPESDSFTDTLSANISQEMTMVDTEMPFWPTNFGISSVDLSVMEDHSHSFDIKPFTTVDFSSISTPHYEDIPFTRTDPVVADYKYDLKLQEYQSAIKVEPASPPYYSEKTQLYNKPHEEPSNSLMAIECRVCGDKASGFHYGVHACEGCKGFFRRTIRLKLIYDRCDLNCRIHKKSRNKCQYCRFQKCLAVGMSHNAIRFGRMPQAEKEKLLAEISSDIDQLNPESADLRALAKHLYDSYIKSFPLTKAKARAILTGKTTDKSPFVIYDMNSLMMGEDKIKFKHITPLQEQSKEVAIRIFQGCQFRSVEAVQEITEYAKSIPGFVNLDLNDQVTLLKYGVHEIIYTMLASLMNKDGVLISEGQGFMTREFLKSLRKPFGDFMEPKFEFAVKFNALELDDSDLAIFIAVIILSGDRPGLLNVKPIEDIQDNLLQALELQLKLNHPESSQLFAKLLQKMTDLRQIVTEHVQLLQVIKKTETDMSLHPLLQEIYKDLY
# PPARg SRC-1 ag: PPARgamma agonists recruiting SRC-1 coactivator, primary screen, biochemical; PPARgamma-SRC-1 coactivator recruitment biochemical assay; activation, % at 8 µM; 200,000 tested, 0.41% active; AID 631, 2007; in the data active = activation above about 19%;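 note: 0% = DMSO and 100% = reference agonist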
# PPARg SRC3 recr: PPARgamma agonists recruiting SRC-3 coactivator, primary screen, biochemical | AID 731, 2007 | activation, % at 8 µM | Peroxisome proliferator-activated receptor gamma (Homo sapiens), P37231 | 200,000 tested, 0.26% active | biochemical PPARgamma/SRC-3 coactivator recruitment assay; in the data active = activation above about 23%;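 note: 0% = DMSO and 100% = reference agonist; some compounds past the cut are filed as inactive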
# bIAP inhibitor: bovine intestinal alkaline phosphatase inhibitors, primary screen, selectivity assay for TNAP inhibitor project, biochemical, bovine IAP, CDP-star luminescence; inhibition, % at 20 µM; purified bovine IAP, 30 min; 190,000 tested, under 10 active;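 active = over 50% inhibition of intestinal alkaline phosphatase at 20 µM in the single-dose screen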
#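 Assay system – bovine IAP enzyme · Quantity – bovine IAP at 1/65,000,000 final dilution · Detection – CDP-star luminescence signal · Times – 30 min reaction at room temperature · Also added – CDP-star substrate at 30 µM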
# TR-FRET SRC-2 ct: TR-FRET signal artefacts, primary screen, artefact control for PPARgamma SRC-2 agonist project, biochemical | TR-FRET artefact counter-screen; stronger effect = higher value | TR-FRET ratio at 8 µM | 200,000 tested, 0.4% active | AID 1049, 2008; in the data active = TR-FRET ratio above about 2000; note: inactives centre near 1500
# DTT redox prof: compounds producing H2O2 with reducing agent – biochemical, NIH compound library profiling, artefact control for MLSCN library redox annotation, primary screen; DTT-dependent redox cycling H2O2, phenol red/HRP absorbance; 100% = 100 µM peroxide control, 0% = buffer; activation, % at 10 µM; 200,000 tested, 0.03% active;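 active = activation of at least 50% relative to the plate's high and low controls in the primary single-dose screen; inactive = activation below 50%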;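 note: compound incubated with DTT at 0.8 mM final as the reducing agent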
# RAM inhibit: inhibitors of the yeast RAM network, primary screen, dse1pr::URA3 reporter, 5-FOA selection; S. cerevisiae dse1pr::URA3 reporter, 5-FOA growth OD615, 2 d; analog-sensitive cbk1-as2 kinase mutant strain; inhibition, % at 50 µM; 190,000 tested, 1.8% active;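 active = inhibition above a set limit, 3 SD over mean compound inhibition, cut at about 8.4% in these data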;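 note: 0% = DMSO-only wells with no growth and 100% = 10 µM 1-NA-PP1 full growth; inhibition rescues growth on 5-FOA so higher OD means more RAM inhibition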
# S1P3 antagonist: S1P3 receptor antagonists, primary screen, cell-based | Sphingosine 1-phosphate receptor 3 (Homo sapiens), Q99500 | CHO S1P3 NFAT-BLA reporter, FRET fluorescence, antagonist mode | inhibition, % at 4.98 µM | 170,000 tested, 0.27% active;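 active = inhibition above the plate cutoff, the mean inhibition of test wells on that plate plus 3 SD, cut at about 28% in these data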;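 note: cells challenged with S1P at its EC80 of 0.8 µM; blue over green emission ratio from cleaved BLA substrate after 4 h stimulation; 0% = S1P-stimulated wells and 100% = unstimulated DMSO-only wells; some compounds past the cut are filed as inactive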
# Target sequence (Q99500 whole entry, looked up): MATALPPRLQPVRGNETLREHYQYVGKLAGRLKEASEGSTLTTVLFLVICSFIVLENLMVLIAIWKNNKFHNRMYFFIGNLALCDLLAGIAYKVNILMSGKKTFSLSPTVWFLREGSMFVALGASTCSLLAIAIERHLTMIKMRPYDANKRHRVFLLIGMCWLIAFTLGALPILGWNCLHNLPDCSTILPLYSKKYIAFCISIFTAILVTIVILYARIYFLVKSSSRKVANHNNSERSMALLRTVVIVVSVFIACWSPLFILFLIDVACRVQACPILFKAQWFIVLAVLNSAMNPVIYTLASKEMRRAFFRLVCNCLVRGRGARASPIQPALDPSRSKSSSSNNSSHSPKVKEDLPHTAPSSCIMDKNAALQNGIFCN
# Lmaj promast: Leishmania major promastigote growth inhibition, primary screen. Leishmania major promastigotes, resazurin fluorescence viability. 200,000 tested, 9% active. inhibition, % at 10 µM; in the data active = inhibition above about 50%;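 note: promastigotes grown with compound for 44 hours at 28 °C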
# * marks the source's active call; other numbers are inactive results; . = no result given.
SMILES,ROMK primary,HMGR II inh,PPARg SRC2 recr,PPARg SRC-1 ag,PPARg SRC3 recr,bIAP inhibitor,TR-FRET SRC-2 ct,DTT redox prof,RAM inhibit,S1P3 antagonist,Lmaj promast
CCOc1ccccc1CN1CCN(CCCn2cccn2)CC1CCO (stereo not drawn),0.59,-4,6,1,0,-5,1496,-0.1,1.6,0,-7
NC(=O)NC(=O)COC(=O)c1ccc(OC(F)F)cc1,0.28,-4,-8,2,0,4,1310,-0.3,2.5,-4,9
C/C(=N\NC(=O)CCC(=O)Nc1ccc(C)c(C)c1)c1cccs1,-0.046,-5,4,10,1,-14,1582,-1.7,0.7,9,-3
Nc1cccc(C2=Nc3cccc4cccc(c34)N2)c1,.,0,4,2,4,6,1632,3.0,7.1,-26,0
CCN(CC)c1nc(C)nc2c1cnn2CCc1ccccc1,-0.81,-4,10,-4,10,0,1553,0.3,0.7,.,5
CC1(C)CC(=O)C2=C(C1)OC(N)=C(C#N)C2c1cn(-c2ccccc2)nc1-c1ccccc1 (stereo not drawn),.,0,-7,-3,1,6,1552,-0.3,0.4,9,90*
CCc1nnc(NC(=O)CSc2nnc(Cc3cc(=O)[nH]c(=O)[nH]3)n2-c2cccc(OC)c2)s1,0.023,2,4,-1,0,-24,1502,0.0,2.3,-22,-4
C/C(=N\NC(=O)c1cccc(Cl)c1)c1cccc(NC(=O)c2ccco2)c1,.,3,2,1,-7,-3,1354,1.7,-0.8,.,32
CCOC(=O)c1oc2c(CN3CCN(C)CC3)c(O)ccc2c(=O)c1-c1ccccc1OC,.,-1,10,-1,8,11,1498,-0.1,1.5,-21,-6
COc1ccc2[nH]cc(C(O)CN3CCC(C(N)=O)CC3)c2c1 (stereo not drawn),.,-1,9,1,3,13,1476,-7.9,2.7,.,-5
O=c1c2c3c(sc2nc2sc(CN4CCOCC4)cn12)CCCC3,.,-2,9,10,10,-8,1747,0.6,0.2,2,5
CCOC(=O)NC(c1ccccc1)C1CCCCC1=O (stereo not drawn),.,1,12,-4,-1,22,1529,-2.3,0.6,2,-7
Cc1cc(C(=O)Nn2cnc3ccccc3c2=O)ccc1[N+](=O)[O-],-0.83,0,1,-1,-2,-1,1530,0.8,1.5,1,-5
Cc1nc2ncnn2c(C)c1CCC(=O)NCc1ccco1,.,-3,11,9,6,-7,1575,-1.4,2.5,0,-6
Cc1ccc(-c2csc3nnc(SCC(=O)NCc4ccco4)n23)cc1,1.1,2,1,4,4,10,1465,0.8,0.1,-13,-2
O=C(Nc1nc2ccccc2[nH]1)c1ccccc1F,0.89,1,-18,0,-16,-26,1505,-0.2,0.3,-12,34
Cc1cccc(NC(=O)CSc2nnc(-c3ccco3)n2CC2CCCO2)n1 (stereo not drawn),-0.44,-1,-3,11,0,-6,1618,0.0,0.4,-15,-6
CCSc1nc(C(F)(F)F)cc(=O)n1-c1ccccc1,.,-3,0,-2,4,7,1509,1.1,-0.4,.,-3
Cc1nc2ccccc2n1CC(=O)NCCN1CCCC1,.,0,3,2,-3,.,1537,0.8,0.7,-15,-2
CCc1ccc(Cn2nnc(C(=O)Nc3cccc(C)c3)c2N)cc1,.,-5,-1,7,2,15,1677,0.1,4.6,-4,1
COC(=O)c1sccc1-n1cccc1C(=O)NCc1ccccc1,.,2,2,-5,1,6,1285,1.3,1.4,.,19
CCC(Oc1ccc2c(=O)c(-c3ccccc3OC)coc2c1)C(=O)OCc1ccccc1 (stereo not drawn),0.023,0,3,2,1,4,1432,0.5,22*,2,8
O=C(NNC(=S)Nc1ccc(Br)cc1Cl)c1ccco1,.,-1,0,2,-3,-2,1538,0.2,-0.5,-15,1
CCN(CC)c1ccc(S(=O)(=O)N2CCOCC2)cc1NS(C)(=O)=O,0.51,-3,-5,10,-1,-9,1623,-0.3,0.1,-1,2
O=C(Cc1ccc(Br)cc1)Nc1ccc(S(=O)(=O)NCC2CCCO2)cc1 (stereo not drawn),.,-5,2,3,-1,14,1443,-0.4,4.2,2,-2

# (cont.)
SMILES,ROMK primary,HMGR II inh,PPARg SRC2 recr,PPARg SRC-1 ag,PPARg SRC3 recr,bIAP inhibitor,TR-FRET SRC-2 ct,DTT redox prof,RAM inhibit,S1P3 antagonist,Lmaj promast
COc1ccc(C(=O)COC(=O)CN2C(=O)C3C4C=CC(C4)C3C2=O)cc1 (stereo not drawn),0.21,-6,1,1,2,10,1533,-2.1,0.1,-11,-9
O=C(O)c1cccc(CN2C(=O)SC(Nc3cccc4ccccc34)C2=O)c1 (stereo not drawn),0.044,0,-2,-3,4,-2,1583,-8.7,3.5,-18,-6
O=c1c2ccccc2c(-c2ccccc2)nn1-c1ccc(Cl)c(Cl)c1,.,-3,3,-7,7,12,1598,-2.5,3.8,.,18
COc1cccc(C(=O)NC(=S)NCc2ccco2)c1,0.053,-2,12,6,3,4,1441,-0.1,-1.4,11,-10
O=C(O)COc1ccc(/C=N/NC(=O)c2ccccc2Br)cc1,2,-6,-6,1,3,10,1562,0.3,1.6,-8,-3
CCc1nc(C)cn1S(=O)(=O)c1cc(C)c(OC)c(C)c1C,.,1,-4,5,10,9,1460,0.1,-0.7,.,93*
COc1ccc(OC)c(/C=N/NC(=O)CCc2n[nH]c(=O)[nH]c2=O)c1,1.2,4,7,7,3,7,1431,0.2,0.3,-4,-8
Cc1ccc(-c2nnc(-c3ccc(NC(=O)c4cccs4)cc3)o2)cc1,.,0,4,11,3,9,1590,-2.5,3.2,.,-6
Cc1occc1-c1nnc(SCc2nnc(-c3ccc(Cl)cc3)o2)n1C,0.96,-5,-4,6,5,.,1523,1.1,1.2,-15,-1
Cc1c(Br)cc(C(=O)O)c(C)c1C,.,-8,1,5,3,10,1535,0.5,-0.8,-7,-8
CCn1c(SCC(=O)c2cccs2)nnc1-c1cccs1,0.19,-1,10,4,-6,4,1750,-3.3,1.8,-5,31
O=C(C1=C[C@H](c2csc3ccccc23)C[C@H](OCc2ccc(CO)cc2)O1)N1CCOCC1,.,0,1,10,-5,-7,1532,0.9,14*,1,5
CC1CCc2nn(CC(=O)NCCCN3CCCC3=O)cc2C1 (stereo not drawn),.,-1,.,.,.,1,.,-2.2,0.7,-2,-6
COc1ccc(Cn2c(=O)[nH]c3cc(C(=O)NC4CCN(Cc5ccccc5)CC4)ccc32)cc1,-1.7,-1,-13,-8,-3,-14,1288,-0.7,0.3,-9,4
Cc1cc(C)nc(N/N=C/c2ccccc2)n1,-2.4,5,9,1,0,25,1602,0.3,-0.5,.,-4
N#Cc1nc(COc2ccccc2Cl)oc1NCc1cccnc1,.,0,-3,10,-4,-4,1643,2.2,1.8,.,0
C(=N\n1cnnc1)/c1ccc(OCc2cccc3ccccc23)cc1,0.51,3,7,2,7,10,1571,0.0,2.9,.,28
Cc1cc(-c2cccs2)c2c(n1)sc1c(=O)[nH]c(=O)[nH]c12,-0.15,-8,3,2,4,7,1498,-1.1,1.7,-26,26
COc1ccccc1OCCC(=O)OCC(=O)Nc1cc(S(=O)(=O)N2CCOCC2)ccc1Cl,0.45,4,2,12,7,4,1518,-0.5,1.5,-29,-3
CCSc1nnc(NC(=O)C(Cc2ccccc2)n2cccc2)s1 (stereo not drawn),.,-6,-8,1,7,8,1573,-0.9,2.5,-31,-5
N#Cc1c2n(c(=S)n(-c3ccccn3)c1=O)CCCCC2,.,-1,14,5,15,7,1637,1.0,0.9,-17,-1
Cc1cn(C(=O)CN2C(=O)c3ccccc3C2=O)c(C)n1,.,0,7,2,5,13,1650,0.2,0.9,8,-3
O=C(CN1C(=O)C2C3C=CC(C3)C2C1=O)NCc1ccco1 (stereo not drawn),.,0,-10,-3,-2,-15,1619,0.4,-0.4,.,-1
CCOCCCn1c(=N)c(C(=O)NCCN2CCOCC2)cc2c(=O)n3cccc(C)c3nc21,-1.6,1,4,4,0,.,1597,2.1,0.4,-22,61*
Cc1ccc(Cl)cc1NC(=O)CCCN1C(=O)c2cccnc2C1=O,1.2,-2,4,-1,4,-16,1698,-2.5,1.4,-10,-4

# Next section.
SMILES,ROMK primary,HMGR II inh,PPARg SRC2 recr,PPARg SRC-1 ag,PPARg SRC3 recr,bIAP inhibitor,TR-FRET SRC-2 ct,DTT redox prof,RAM inhibit,S1P3 antagonist,Lmaj promast
COc1ccccc1CNC(=O)C1=C(C)C(=O)OC12CCC(C)CC2 (stereo not drawn),.,-2,-2,3,-5,-15,1619,-1.3,1.6,.,-4
CSCC[C@H](NC(=O)C1CCN(S(=O)(=O)c2ccc(C)cc2)CC1)C(=O)NC1CCS(=O)(=O)C1 (stereo partly drawn),0.43,1,2,-2,0,9,1586,0.3,0.3,-9,-4
O=C(Nc1ccc(F)cc1F)c1cccn1-c1ncc(C(F)(F)F)cc1Cl,.,0,5,2,-1,3,1640,-4.2,1.0,.,-1
COc1ccccc1C1C(C(=O)c2cc3ccccc3o2)=C(O)C(=O)N1CCN1CCOCC1 (stereo not drawn),.,-1,5,18,7,-4,1648,1.9,1.4,-25,-5
O=C1c2ccccc2NC(c2ccc(-c3cccc([N+](=O)[O-])c3)o2)N1O (stereo not drawn),-3.6*,2,-11,1,-1,11,1387,-0.1,0.7,-3,82*
CCCCCCCCC(=O)N/N=C(\C)c1ccco1,-0.25,6,2,0,1,8,1510,-0.2,-1.0,-11,-5
S=C(NCC1CCCO1)Nc1ccc(Cl)cc1 (stereo not drawn),-0.29,-13,1,-2,1,-21,1494,0.6,0.1,2,10
COc1ccc(CN(C)CC(=O)Nc2ccccc2-c2ccccc2)c(OC)c1,0.44,7,-1,0,1,-14,1576,-1.9,0.9,9,28
COc1ccc(CNC(=O)Nc2ccc(C)cc2)cc1,.,1,2,-2,-2,6,1435,2.3,2.5,10,7
Cc1ccc2[nH]c3c(N4CCc5ccccc5C4)ncnc3c2c1,.,-2,7,-1,6,-2,1559,-7.6,0.0,.,68*
COc1cccc(NC(=S)NC(C)c2ccc(OC)c(OC)c2)c1 (stereo not drawn),0.91,2,12,3,8,-4,1566,0.1,-0.1,8,10

# An excerpt from above in order of molar mass, falling:
SMILES,ROMK primary,HMGR II inh,PPARg SRC2 recr,PPARg SRC-1 ag,PPARg SRC3 recr,bIAP inhibitor,TR-FRET SRC-2 ct,DTT redox prof,RAM inhibit,S1P3 antagonist,Lmaj promast
COc1ccccc1C1C(C(=O)c2cc3ccccc3o2)=C(O)C(=O)N1CCN1CCOCC1 (stereo not drawn),.,-1,5,18,7,-4,1648,1.9,1.4,-25,-5
COc1ccccc1CNC(=O)C1=C(C)C(=O)OC12CCC(C)CC2 (stereo not drawn),.,-2,-2,3,-5,-15,1619,-1.3,1.6,.,-4
CCCCCCCCC(=O)N/N=C(\C)c1ccco1,-0.25,6,2,0,1,8,1510,-0.2,-1.0,-11,-5
